High-throughput results deposited in PubChem by several laboratories.
NR2E3 ag-1: agonists of human nuclear receptor NR2E3; GST-NR2E3/biotin-RetCOR TR-FRET, 1536-well; 0.12% of 320,000 active; inhibition of corepressor binding, % at 4.78 µM; AID 2300;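 active = percent inhibition above the cutoff of mean plus 3 SD of all tested compounds, set per screening campaign, cut at about 20% in these data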;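 note: 0% = DMSO wells and 100% = biotin wells as full block of FRET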
Target sequence (Q9Y5X4 whole entry, looked up): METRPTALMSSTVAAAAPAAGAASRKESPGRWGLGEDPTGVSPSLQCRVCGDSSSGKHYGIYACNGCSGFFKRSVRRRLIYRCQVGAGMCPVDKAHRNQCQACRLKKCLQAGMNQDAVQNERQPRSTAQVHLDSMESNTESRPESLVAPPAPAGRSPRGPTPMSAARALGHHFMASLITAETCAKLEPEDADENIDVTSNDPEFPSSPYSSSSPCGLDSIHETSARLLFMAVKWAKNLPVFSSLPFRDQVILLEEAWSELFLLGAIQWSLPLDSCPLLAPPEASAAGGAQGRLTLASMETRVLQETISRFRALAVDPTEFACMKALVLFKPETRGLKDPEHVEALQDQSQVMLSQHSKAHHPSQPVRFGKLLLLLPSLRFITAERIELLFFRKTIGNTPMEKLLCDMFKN
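Material – GST-tagged NR2E3 plus biotinylated RetCOR corepressor · Quantity – NR2E3 fusion 1.35 nM · Times – 5 h incubation at 4 °C · Medium – pH 7.5 Tris-based buffer · Technique – TR-FRET, Eu(K)-anti-GST donor, streptavidin-D2 acceptor, ex 340, em 617/671 nm · Benchmarks – high control biotin, low control 0.6% DMSO · Format – 1536-well plates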
PDI turbidity: PDI (human) enzyme inhibition. P07237. PDI insulin aggregation turbidity, A650, 90 min. inhibition, % at 10 µM. 0.052% of 350,000 active. AID 588391;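 active = mean inhibition across replicates of 30% or more, whatever share of single replicates reach that level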;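 note: absorbance from insulin aggregation driven by PDI reduction with DTT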
Target sequence (P07237 whole entry, looked up): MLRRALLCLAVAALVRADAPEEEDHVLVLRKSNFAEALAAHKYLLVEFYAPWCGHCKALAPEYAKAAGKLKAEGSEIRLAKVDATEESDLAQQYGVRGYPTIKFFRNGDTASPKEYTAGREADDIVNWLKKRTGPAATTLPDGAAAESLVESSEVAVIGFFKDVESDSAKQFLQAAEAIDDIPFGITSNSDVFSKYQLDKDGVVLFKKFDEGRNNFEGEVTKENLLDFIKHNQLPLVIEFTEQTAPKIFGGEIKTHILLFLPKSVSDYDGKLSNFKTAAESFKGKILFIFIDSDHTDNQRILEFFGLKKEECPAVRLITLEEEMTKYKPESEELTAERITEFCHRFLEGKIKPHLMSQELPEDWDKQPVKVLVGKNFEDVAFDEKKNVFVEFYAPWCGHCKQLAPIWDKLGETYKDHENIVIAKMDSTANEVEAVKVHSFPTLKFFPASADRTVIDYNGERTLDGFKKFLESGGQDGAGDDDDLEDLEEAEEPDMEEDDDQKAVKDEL
Vif inh: inhibitors of HIV Vif | HEK293T cells, Vif self-association by quenched fluorescence, imaging, 24 h | 0.35% of 340,000 active | inhibition, % at 7.49 µM; in the data active = inhibition above about 50%, passing the limit was not always enough; note: some results filed as inactive read as strong as hits
HIF-2a inh: blocks HIF-2a reporter activity. 0.72% of 360,000 active. AID 624352. 786-0 RCC cells HIF-2a reporter, luciferase luminescence, overnight. inhibition, % at 18.8 µM;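 active = inhibition of the luminescence signal of 40% or more relative to plate controls, in a single-dose primary screen at 18.75 µM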
hiPSC survival: increases survival of single human iPS cells; hiPSC single-cell survival, ATPlite luminescence; 100% = ROCK inhibitor wells, 0% = DMSO; survival enhancement, % at 20 µM; 0.044% of 360,000 active; in the data active = survival enhancement above about 18%;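 note: cells exposed to compounds for 16 hours before the ATP read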
aDG glyco act: alpha-DG glycosylation activation; Pro5-aDG cells, alpha-DG glycosylation AlphaScreen (IIH6); 0% Pro5, 100% B10-LARGE cell signal; activation, % at 10 µM; 0.22% of 360,000 active; AID 624168;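 active = activation of at least 8% versus controls, or a plate z-score of at least 8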;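 note: Pro5 are CHO cells carrying HIG-tagged alpha-DG that lacks glycosylation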
TRPM1 prom inh: MITF TRPM1 promoter inhibition in SK-MEL-5 cells | 0.83% of 330,000 active | inhibition, % at 12.5 µM | SK-MEL-5 TRPM1 promoter luciferase, 24 h;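 active = mean inhibition across replicates of 60% or more, whatever share of single replicates reaches that level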; note: values of inactives mirror those of a sister screen read the other way
Granule exo inh: blocks lytic granule exocytosis; TALL-104 LAMP-1 surface exposure, flow cytometry; cells stimulated with thapsigargin and PMA; 0.66% of 360,000 active; inhibition, % at 10 µM; AID 651702;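 active = inhibition above about 55%, limit read from the data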
NR2E3 ag-2: human photoreceptor-specific nuclear receptor agonism | Q9Y5X4 | CHO-S Gal4-NCOR/VP16-NR2E3 two-hybrid, luciferase | inhibition of corepressor binding, % at 3.98 µM | 0.35% of 360,000 active | AID 602229;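 active = inhibition above the mean of all tested compounds plus 3 SD, cut at about 70% in these data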;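 note: 0% = DMSO with NR2E3 transfected cells and 100% = cells lacking NR2E3 construct; higher means lower luciferase signal from less NR2E3 corepressor binding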
CaV13 FRET inh: Primary screen for inhibitors of IQ motif and Ca2+-dependent inactivation inhibitor domain binding in CACNA1D, Förster resonance energy transfer in living cells, … | HEK cells, CFP/YFP FRET ICDI-IQ, plate reader, 10 min; percent FRET-ratio fall versus neutral wells | inhibition, % at 12.3 µM | 0.098% of 340,000 active | AID 743397;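 active = mean replicate inhibition of at least 30% and at least 1% of replicates passing that level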;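 note: 0% = median of the neutral control wells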
Peg3 promoter: inhibitors of Peg3 promoter; HeLa PEG-Prom luciferase reporter, luminescence, overnight; 1.7% of 360,000 active; inhibition, % at 20 µM;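 active = inhibition of at least 50% at 20 µM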
An asterisk follows results filed as active; · = not tested or not shown.

SMILES	NR2E3 ag-1	PDI turbidity	Vif inh	HIF-2a inh	hiPSC survival	aDG glyco act	TRPM1 prom inh	Granule exo inh	NR2E3 ag-2	CaV13 FRET inh	Peg3 promoter
Cc1cc(C(=O)CSc2nnc(-c3cccnc3)n2-c2ccccc2)c(C)n1CC1CCCO1 (stereo not given)	2	3	34	-227	-0.7	0.1	-4	2	-49	-8	-123
Cn1cnnc1Sc1ccc(/C=C(\CCC(=O)O)c2nc3ccccc3s2)cc1[N+](=O)[O-]	-2	7	28	11	0.4	0.0	9	-1	5	-2	1
O=C(Nc1ccc(N2CCOCC2)c(Cl)c1)c1c(F)c(F)c(F)c(F)c1F	1	0	·	29	1.2	2.7	-1	-1	-18	·	52*
COc1ccccc1NC(=O)Nc1nc(CC(=O)NC2CCCC2)cs1	-1	-2	2	-14	-0.4	0.0	-15	2	-14	-6	-40
CCOC(=O)c1cccc(NC(=S)NCc2ccc(C)cc2)c1	-2	-1	0	-30	-0.4	0.7	-1	-6	-6	-5	-13
CC(=O)c1cc2c(cc1NC(=O)CCc1c(C)nc3ncnn3c1C)OCO2	-2	8	12	-28	-0.5	0.1	·	0	10	-2	-2
CC(=O)N1CCN(C(=O)c2cc(C)oc2C)CC1	·	2	-3	7	-0.3	-0.2	3	6	-24	-6	6
NC(=O)CCc1c[nH]c2ccccc12	2	-2	11	5	-0.8	-0.1	3	0	-7	-1	10
CC(C)C[C@H](NC(=O)[C@H](Cc1ccccc1)n1c(=O)[nH]c2ccccc2c1=O)C(=O)N1CCC[C@H]1C(=O)O	1	·	-6	8	-1.6	-0.1	-6	-1	-20	·	11
Cc1ccccc1Cn1nnc(-c2ccc(F)cc2)n1	-3	1	7	-109	-0.4	0.1	9	6	-16	-4	-52
Cc1ccc(-c2cc(=O)[nH]c3ccccc23)cc1	2	-1	11	-88	-1.2	1.1	-16	-2	-61	·	-86
Nc1[nH]ncc1N=Nc1ccc(Cl)cc1	-2	4	-2	-288	-2.9	-0.4	-62	-3	-61	-6	-257
COc1ccccc1C1CCN(Cc2ccc(Cl)cc2Cl)CC1	5	-6	·	17	-0.6	0.0	-9	-13	10	-5	6
COc1ccc(NC(=O)CSc2nc3ccccc3c(=O)n2CCNC(C)=O)cc1	1	5	-6	6	-0.3	-0.1	5	0	1	-4	13
CC#CCN1C=C(C(=O)OCC)C(C)N(Cc2ccc(Br)cc2)S1(=O)=O (stereo not given)	·	3	1	7	2.7	-0.2	-3	-4	-12	-6	25
O=C(CCN1CCOCC1)Nc1ccccc1	1	6	0	7	1.2	0.0	-9	3	-9	-3	2
CCOc1ccccc1NC(=O)NC1(C(=O)NCc2cccnc2)CCCCC1	2	4	2	14	0.5	-0.2	3	-7	4	-7	-2
NS(=O)(=O)c1ccc(NC(=O)COC(=O)c2ccc([N+](=O)[O-])s2)cc1	0	-6	4	-5	1.9	-0.1	10	-4	-8	1	12
CC(=O)c1cccn1S(=O)(=O)c1ccccc1	-5	-3	-8	13	-0.1	0.0	3	-13	0	-18	1
COc1ccc(S(=O)(=O)N2CCN(C(=O)c3oc4ccccc4c3C)CC2)cc1	-3	-1	-4	13	-0.1	-0.2	19	0	-7	-6	12
Cc1ccc(-n2nnnc2SCC(=O)N2CCCCC2)cc1	1	3	8	-40	3.2	-0.2	-24	0	3	-5	-31
Cc1cc(/C=N/n2cnnc2)c(C)n1-c1ccc2c(c1)OCO2	-1	1	9	2	2.7	0.4	9	-1	0	-6	29
COc1ccc(CCN2C(=O)CC(N3CCN(S(=O)(=O)c4ccccc4)CC3)C2=O)cc1 (stereo not given)	0	-6	10	7	-1.4	0.0	5	-5	26	·	11
CCOC(=O)C1=C(C)N=C2SC(C(=O)OC)=CC(=O)N2C1c1cc(OC)c(OC)c(OC)c1 (stereo not given)	1	2	-1	13	-0.9	-0.1	7	6	-2	-4	18
Cc1ccc(-c2cc(C(F)F)n3ncc(C(=O)NCc4ccco4)c3n2)cc1	2	15	10	18	1.6	0.5	-10	-9	-42	·	9
COc1ccccc1CNC(=O)C1CC2Cn3c(nc4cc5ccccc5cc43)C2N1C (stereo not given)	0	3	·	7	0.7	0.2	8	0	-20	-6	3
CC(C)CNC(=O)C1CC(=O)OC12CCCCC2 (stereo not given)	5	6	·	10	-1.5	0.0	-7	0	25	·	-3
Nc1ccc(Sc2ccccc2Cl)nc1	-1	13	-4	-12	-0.3	0.0	-7	-7	-10	-3	-5
C=CCOc1ccc(/C=N/Nc2ccccn2)cc1OC	1	-4	4	-231	2.5	0.1	-78	-4	-84	-2	-302
CSc1nnc(-c2cccn(Cc3cccc(Cl)c3)c2=O)o1	3	0	14	3	0.0	-0.1	6	4	8	·	-1
O=C(NCCOc1ccccc1)c1cccc(S(=O)(=O)N2CCN(Cc3ccccc3)CC2)c1	·	-1	·	-46	1.6	0.1	·	1	-15	-9	-12
CCn1c(CC(=O)Nc2cccc(Cl)c2Cl)nnc1SCCOc1ccc(OC)cc1	2	-3	-11	-54	0.5	0.0	-1	-3	-44	-8	-11
Cc1ccccc1CC(=O)c1ccc(O)c(C)c1O	1	9	4	-22	-2.5	-0.4	10	0	-13	-4	-5
O=C(NCCCn1ccnc1)/C(=C\c1cccnc1)NC(=O)c1ccccc1F	-3	-1	5	13	-1.1	0.0	8	-1	-6	-7	7
CC(C)n1c(NCc2ccc(N(C)C)cc2)nc2ccccc21	-2	-13	8	-22	-0.8	-0.1	6	8	-1	-2	3
Cc1nc(SC(C(=O)c2ccccc2)c2ccccc2)nc2ccccc12 (stereo not given)	0	-7	2	18	-0.7	0.0	-1	-3	-48	-2	12
COc1ccc(CC(=O)N/N=C(\C)c2cccnc2)cc1	-1	1	-4	0	0.7	-0.2	5	-2	-3	-10	6
CCN1CCN(CCC(=O)Nc2cc(OC)ccc2OC)CC1	3	-5	-5	11	0.2	0.3	4	-32	-13	-19	3
COC(=O)c1cc(NS(=O)(=O)c2ccc(OC)c(OC)c2)ccc1Cl	-1	-1	·	20	-0.1	-0.2	7	1	-2	-9	-2
O=S(=O)(/C=C/c1ccccc1)N1CCN(c2ccc(F)cc2)CC1	-1	11	-2	-3	5.8	0.2	12	1	-3	-3	-1
COc1ccc(C2=CC(=O)C[C@H](c3ccc(Cl)cc3)C2)cc1	0	3	-10	-60	5.8	0.0	0	-4	0	-5	-11
FC(F)(F)c1nc2cc3nc4ccccc4[nH]c3cc2n1	-16	6	-30	-197	-0.3	0.4	-17	1	-74	-18	-113
COc1cc2c(cc1OC)C(c1ccncc1)CC(=O)N2 (stereo not given)	3	-2	-1	16	-3.0	0.0	6	1	-26	-1	7
CC(=O)Nc1ccc(S(=O)(=O)NCCC(=O)OCC(=O)NC(C)c2ccc(Cl)cc2)cc1 (stereo not given)	·	-3	-3	7	0.3	0.1	-3	-3	-13	-17	4
O=S(=O)(NC1CCCCC1N1CCN(c2cccc(Cl)c2)CC1)c1ccccc1 (stereo not given)	0	-10	-6	-5	-0.5	0.1	-4	7	-18	·	5
CC(C)CC(COCc1cccc(Cl)c1)N1CCN(C(=O)c2cccc(C(F)(F)F)c2)CCC1=O (stereo not given)	0	3	-6	10	0.2	0.9	1	-3	-9	-11	-2
O=C(CN1CCCCCC1)N1c2ccccc2Sc2ccccc21	-1	3	5	18	-0.2	0.5	-7	0	-10	-6	8
COc1cccc(NC(=O)c2cc3ccccc3cc2OC)c1	3	0	-1	-292	0.0	0.0	-59	-2	-83	-21	-302
COc1ccccc1N1CCN(c2ccc([N+](=O)[O-])cn2)CC1	2	5	-5	-70	1.1	-0.1	2	-2	-5	-2	-45
O=C1C2ON(c3ccccc3)C(c3ccncc3)C2C(=O)N1c1ccc(Br)cc1 (stereo not given)	-1	0	-11	-1	-0.5	-0.2	6	-2	-27	-4	8
COc1ccc(NC(=O)c2cc3c(COC(C)=O)cnc(C)c3oc2=Nc2cccc(C(=O)O)c2)c(OC)c1	-3	-4	-2	8	-0.1	0.0	0	34	-10	·	10
CCCc1cc(=O)[nH]c(SCC(=O)Nc2ccc(Cl)c(S(=O)(=O)N3CCOCC3)c2)n1	2	-6	-7	3	-0.3	0.2	-4	8	-3	-2	5
O=S1(=O)CCN2C=C(Br)C=C(Br)C2=N1	7	2	·	1	-0.2	-0.2	1	0	20	-6	8
COc1ccc(NC(=O)N(C)C[C@@H]2Oc3ncc(Br)cc3C(=O)N([C@@H](C)CO)C[C@@H]2C)cc1	·	1	-2	2	-1.1	0.1	·	17	-37	-5	6
CCCCOP(=O)(OCCCC)C(O)c1ccc(F)cc1 (stereo not given)	-2	-1	-2	15	-0.5	0.0	-3	-7	-18	-1	17
N#CC(C#N)=C1SC(=Nc2ccccc2)C(=Nc2ccccc2)N1c1ccccc1	·	-21	1	-66	3.9	1.9	-2	34	-73	-6	89*
CC1CCN(C(=O)CSc2nnc3c(n2)[nH]c2ccccc23)CC1	0	-4	-11	5	-0.2	0.2	13	0	-24	-6	9
Cc1cc(C)c2nc(-c3ccco3)cc(C(=O)O)c2c1	·	-6	2	4	0.6	0.1	4	0	-15	3	6
COCC1CCN(C(=O)C2CCC(=O)N(C3CCCC3)C2)CC1 (stereo not given)	0	-6	-2	-63	-0.2	0.2	-11	-2	-9	-2	-38
CCCNC(=O)C(Cc1ccc(F)cc1)NC(=O)c1ccc(C#N)cc1 (stereo not given)	4	7	-5	15	-0.8	-0.1	-15	-2	4	-4	-24

Next compounds.
SMILES	NR2E3 ag-1	PDI turbidity	Vif inh	HIF-2a inh	hiPSC survival	aDG glyco act	TRPM1 prom inh	Granule exo inh	NR2E3 ag-2	CaV13 FRET inh	Peg3 promoter
Cc1noc(NC(=O)c2ccccc2C(F)(F)F)c1C#N	2	0	34	5	2.0	0.0	3	-2	-8	-6	-1
COc1ccc(C(CNC(=O)c2oc3cc(C)c(Cl)cc3c2C)N2CCCCC2)cc1 (stereo not given)	3	5	14	-1	0.3	-0.2	-3	8	17	·	23
Cc1ccc(NC(/C=C/N(C)C)=C/C(=O)C(F)(F)F)c(C)c1	-4	-3	0	2	-1.0	-0.5	11	6	-13	-20	14
CCOc1ccc(C(c2c(C)[nH][nH]c2=O)c2c(C)[nH][nH]c2=O)cc1OCC	2	-3	-5	3	0.3	0.2	10	0	-18	-3	19
O=C1N=C(N2CCOCC2)S/C1=C/c1ccc(-c2ccc(F)cc2)o1	-7	-1	21	1	1.4	-0.4	-67	8	26	-84	0

A different layout for three compounds above.
Below each SMILES: NR2E3 ag-1 | PDI turbidity | Vif inh | HIF-2a inh | hiPSC survival | aDG glyco act | TRPM1 prom inh | Granule exo inh | NR2E3 ag-2 | CaV13 FRET inh | Peg3 promoter
O=C(NCCCn1ccnc1)/C(=C\c1cccnc1)NC(=O)c1ccccc1F
    -3 | -1 | 5 | 13 | -1.1 | 0.0 | 8 | -1 | -6 | -7 | 7
CC(C)n1c(NCc2ccc(N(C)C)cc2)nc2ccccc21
    -2 | -13 | 8 | -22 | -0.8 | -0.1 | 6 | 8 | -1 | -2 | 3
Cc1nc(SC(C(=O)c2ccccc2)c2ccccc2)nc2ccccc12 (stereo not given)
    0 | -7 | 2 | 18 | -0.7 | 0.0 | -1 | -3 | -48 | -2 | 12

Not a hit list; any-hit rate near 3.5%.
